KB-3-1 cytotox – kills parental KB-3-1 adenocarcinoma cells. Potency, µM (doses to about 46.1 µM), inactives show at the highest dose activity change, negative = cytotoxic, hits mostly cytotoxic. actives 1.4% (n = 400,000). KB-3-1 viability, CellTiter-Glo ATP luminescence, 72 h; further: potency means the concentration at half of the fitted maximal effect; on the % scale 0 is the no-effect control and ±100 the full control effect; nearly all actives have a fitted effect of over 60% in size
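Luminescent ATP read-out (CellTiter-Glo) measures survival of drug-naive KB-3-1 cells after 72 h compound exposure at 37 °C. Titration series was screened from lowest to highest concentration, with DMSO vehicle plates as background controls.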
KB-V1 MDR tox – kills drug-selected multidrug resistant KB-V1 cells; actives 3.4% (n = 400,000); Potency, µM (highest dose often 46.1 µM), without a hit: at the highest dose activity change, negative = cytotoxicity, most hits filed as cytotoxic; AID 1347076; KB-V1 MDR cells viability, CellTiter-Glo, 72 h; further: potency means the concentration at half of the fitted maximal effect; on the % scale 0 is the no-effect control and ±100 the full control effect; nearly all actives have a fitted effect of over 60% in size
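Luminescent ATP read-out (CellTiter-Glo, 10 min) measures survival of drug-selected KB-V1 MDR cells after 72 h, 37 degrees C compound exposure. Medium: phenol-red-free DMEM, 10% FBS. Values from fitted concentration-response curves.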
DRD3 agonist – activates the human D3 dopamine receptor | D3R DiscoveRx beta-arrestin cells, luminescence, 90 min | max activation, % | actives 0.58% (n = 410,000) | AID 652048; in the data active means max activation above about 30%; further: 0% is about no effect; mostly tested at two doses, the higher about 12 µM
Target sequence (P35462 whole entry, looked up): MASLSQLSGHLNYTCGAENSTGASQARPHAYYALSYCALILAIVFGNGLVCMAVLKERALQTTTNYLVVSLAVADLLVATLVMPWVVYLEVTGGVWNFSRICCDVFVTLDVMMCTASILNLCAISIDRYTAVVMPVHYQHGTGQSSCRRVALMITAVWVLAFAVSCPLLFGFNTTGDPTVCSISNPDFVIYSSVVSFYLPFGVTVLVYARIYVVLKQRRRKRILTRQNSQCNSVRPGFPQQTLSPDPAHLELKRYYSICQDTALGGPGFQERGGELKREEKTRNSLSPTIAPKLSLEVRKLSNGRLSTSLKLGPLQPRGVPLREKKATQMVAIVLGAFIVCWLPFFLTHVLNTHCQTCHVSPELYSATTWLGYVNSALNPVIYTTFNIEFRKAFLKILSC
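Agonist-mode cell screen: cells plated at 1500/well and incubated overnight at 37 °C, then exposed to library compounds for 90 min at 37 °C. Detection reagent was added for 30–60 min at room temperature, and luminescence was read.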
An asterisk follows results filed as active; ? = inconclusive. Unless noted, the call rests on the fitted dose curve; in most records, active means well fitted cell-killing curve with a large enough effect; inconclusive means small, poorly fitted or top-dose-only effect, or effect the other way; inactive means flat fitted curve, though single readings scatter. Not all compounds are listed, so the mix of outcomes need not match the whole.

Screens in order – KB-3-1 cytotox | KB-V1 MDR tox | DRD3 agonist
- O=c1oc2ccc3ccccc3c2cc1-c1nnc(Nc2cc(C(F)(F)F)ccc2Cl)s1
 : 4% | ? | 5
- CCc1cnc2c(c1SC(C(C)=O)C(=O)N(C)C)c(=O)n(C)c(=O)n2C (stereo not given)
 : -22% | 13% | 6
- CCOc1ccc(Br)cc1CNCCSc1nnnn1-c1ccccc1
 : -7% | -6% | -19
- COc1ccc(-c2nc3c4ccccc4n(CC(=O)Nc4ccc(C(C)C)cc4)c(=O)n3n2)cc1
 : 4% | 18% | -5
- NC(=O)CSc1nc2ccc(NC(=O)COc3ccccc3Cl)cc2s1
 : 12% | 8% | 1
- CCOc1ccc(NC(=O)CCc2c(C)nc3c(c(C)nn3-c3ccccc3)c2C)cc1
 : 3% | 1% | -3
- Cc1cc(NC(=O)c2cc(-c3ccc(Cl)c(Cl)c3)on2)n(-c2ccccc2)n1
 : 9% | 13% | 2
- COc1cccc2c1Oc1nc(-c3ccccc3)nc(SCC(=O)N3CCCCC3)c1C2
 : 15% | -13% | -1
- COc1cccc(N2CCN(Cc3nnc(-c4ccc5c(c4)OCO5)o3)CC2)c1
 : 12% | 1% | 9
- CCCNC(=O)c1c(NC(=O)c2ccccc2)sc2c1CCC(C(C)(C)C)C2 (stereo not given)
 : 5% | 21% | -5
- CC(=O)Nc1ccc(NC(=O)C(NS(=O)(=O)c2ccc(Br)s2)c2ccccc2)cc1 (stereo not given)
 : -4% | 19% | 1
- CCOC(=O)c1noc2ncn(CC(=O)O)c(=O)c12
 : 3% | 0% | 2
- Cc1cc(NC(=O)CN2C(=O)c3cccnc3Sc3ccccc32)ccc1Br
 : -11% | -10% | 4
- Cn1c(NCCCO)nc2c1c(=O)n(Cc1cccc(F)c1)c(=O)n2C
 : 29% | 7% | 9
- CCOC(=O)N1CCN(Cc2nc3cc(NC(=O)C(C)C)ccc3n2C(C)C)CC1
 : 0.65µM* | -8% | -15
- O=C(Cn1c(=O)n(CCc2ccccc2)c(=O)c2cccnc21)Nc1ccc(F)cc1
 : ? | -3% | 4
- Cc1nn(CC(=O)N2CCN(c3cccc(Cl)c3)CC2)c(=O)c2c1sc1ccccc12
 : 2% | 10% | -4
- O=C(CN1C(=O)CCc2cc(S(=O)(=O)N3CCOCC3)ccc21)NCc1ccc(F)cc1
 : -10% | ? | 3
- Cc1ccc(NC(=O)CN2C(=O)COc3ccc(S(=O)(=O)NC4CCCC4)cc32)cc1N(C)C
 : 0% | 30% | -11
- CCOc1ccccc1NC(=O)CCCc1nc(-c2ccccc2Cl)no1
 : 0% | -20% | -10
- CCN(CC)CCOC(=O)c1ccc(NC(=O)c2cc3cccc(OC)c3oc2=O)cc1
 : 7% | ? | 3
- Cc1c(C(=O)NCc2ccc(F)cc2)sc2nc3n(c(=O)c12)CCC3
 : 3% | 3% | -2
- Cc1ccc(-c2nn3c(=O)cc(CN4CCN(C(=O)Nc5cc(Cl)ccc5C)CC4)nc3s2)cc1
 : -3% | 1% | 2
- Cc1ccc2c(=O)cc(CSCC(=O)Nc3nnc(C)s3)[nH]c2c1
 : ? | 0% | -6
- CC(NC(=O)c1ccc2nc(CCc3ccccc3)oc2c1)c1ccccc1 (stereo not given)
 : -4% | 8% | -3
- COC(=O)c1sc2cccc(F)c2c1S(=O)(=O)NCc1ccc(Cl)cc1
 : 4% | ? | -3
- O=C(NCc1ccccc1)c1cccc(Nc2nc3ccccc3n3nnnc23)c1
 : 0% | ? | -13
- O=C(NCC(c1ccc2c(c1)OCO2)N1CCN(c2ccc(F)cc2)CC1)c1cccc([N+](=O)[O-])c1 (stereo not given)
 : -12% | ? | -23
- O=[N+]([O-])c1cc(-c2nc(-c3ccccc3)no2)ccc1NC1CCCC1
 : 5% | 30% | 2
- CCOC(=O)c1cc(-c2ccc(F)cc2)n(CCC(=O)NCc2ccccc2OC)c1C
 : -22% | -24% | -23

In a second layout: results already given.
COc1cccc2c1Oc1nc(-c3ccccc3)nc(SCC(=O)N3CCCCC3)c1C2
  KB-3-1 cytotox: 15%
  KB-V1 MDR tox: -13%
  DRD3 agonist: -1

COc1cccc(N2CCN(Cc3nnc(-c4ccc5c(c4)OCO5)o3)CC2)c1
  KB-3-1 cytotox: 12%
  KB-V1 MDR tox: 1%
  DRD3 agonist: 9

CCCNC(=O)c1c(NC(=O)c2ccccc2)sc2c1CCC(C(C)(C)C)C2 (stereo not given)
  KB-3-1 cytotox: 5%
  KB-V1 MDR tox: 21%
  DRD3 agonist: -5

Next results.
Screens in order – KB-3-1 cytotox | KB-V1 MDR tox | DRD3 agonist
- Cc1ccc2sc(N(Cc3cccnc3)C(=O)Cc3ccccc3)nc2c1C
 : 1% | -9% | -3
- COc1ccc(C2Oc3nc(SC)nnc3-c3ccccc3N2C(C)=O)cc1 (stereo not given)
 : -6% | -6% | 2
- CCOc1ccccc1N1CC(c2nc3ccccc3n2CCOc2ccccc2)CC1=O (stereo not given)
 : ? | -12% | -3
- COC(=O)CN1C(=O)C(C)(C)c2cc(S(=O)(=O)Nc3ccc(C(C)C)cc3)ccc21
 : 2% | -6% | 4
- Cc1ccccc1Nc1c(-c2c[nH]c3ccccc23)nc2ccc(Cl)cn12
 : -8% | 3% | 6
- COc1cccc(NC(=O)CSc2ncc3c(n2)-c2ccc(Cl)cc2N(C)S3(=O)=O)c1
 : 13% | 1% | -12
- Cc1ccc(NC(=O)CN2C(=O)c3ccccc3Sc3ccc(C(=O)N4CCCC4)cc32)cc1
 : 11% | 14% | 8
- CC(=O)Nc1cc(-c2nc3cc(Cl)ccc3o2)ccc1C
 : 3% | 2% | 4
- CN1C(=O)c2ccccc2Sc2ccc(NC(=O)COc3ccc(F)cc3)cc21
 : ? | ? | -3
- COc1ccc(C)c2sc(N(Cc3cccnc3)C(=O)CCc3ccccc3)nc12
 : -7% | -1% | 7
- COc1ccc(OCCn2cc(C(=O)C3CCCCC3)c3ccccc32)cc1
 : -12% | -19% | 9
- CCC(=O)Nc1nnc(SCc2cc(=O)c3cc(C)ccc3[nH]2)s1
 : -29% | ? | -1
- Cc1ccc(S(=O)(=O)N2CCOCC2)cc1C(=O)Nc1ccccc1C(=O)O
 : 8% | -3% | 26
- CCN1C(=O)C2(c3ccccc31)c1c(oc3ccc(F)cc3c1=O)C(=O)N2CCCOC (stereo not given)
 : 19% | 5% | -8
- COc1ccc(N(Cc2cc3cccc(C)c3[nH]c2=O)C(=O)c2cccc(Cl)c2)cc1
 : -7% | ? | 3
- CCOc1ccc(NC(=O)c2c(NC(=O)c3ccco3)sc3c2CCC(C(C)(C)C)C3)cc1 (stereo not given)
 : 21% | ? | -8
- Cc1ccc(-c2noc(-c3ccc(N4CCCC4)c([N+](=O)[O-])c3)n2)cc1
 : -4% | 20% | -12
- CCOC(=O)c1ccc(CN(Cc2ccccc2)S(=O)(=O)c2ccc(C)cc2)cc1
 : 5% | 1% | -2
- O=C(NCc1ccccc1)c1ccc(NC(=O)N2CCSc3ncccc32)cc1
 : -1% | 11% | 0
- CCCC(=O)N1c2ncnn2C2(CCCCC2)[C@@H]2CCCC[C@@H]21
 : -11% | 4% | 0
- CSc1cccc(NC(=O)CN2C(=O)CCc3cc(S(=O)(=O)N4CCCCC4)ccc32)c1
 : 3% | -13% | 3
- OCCCc1nc2n(n1)C(c1cccc(Cl)c1)C=C(c1ccccc1)N2 (stereo not given)
 : 13% | -1% | 8
- COc1cccc2c1Oc1ncccc1N(C(=O)CCC(=O)NC(C)C)C2
 : 12% | -7% | 2
- CC(C)c1ccc(NC(=O)CSc2ncnc3c2sc2ccccc23)cc1
 : -8% | 0% | 0
- Cc1ccc(NC(=O)Cn2c(=O)n(Cc3ccco3)c(=O)c3oc4ccccc4c32)cc1C
 : -3% | 3% | 1
- CCOc1ccccc1CNC(=O)c1cccc(NC(=O)c2nsc3ccccc23)c1
 : -6% | -4% | 5
- COc1ccc2cc3cc(C(=O)NCCc4ccccc4)sc3nc2c1Cl
 : 0% | 0% | -14
- CCOC(=O)c1c(NC(=O)c2cc(-c3ccc(Cl)cc3)on2)sc(C)c1C
 : 1% | 4% | -6
- COc1ccc(CNC(=O)CCCN2C(=O)c3cccnc3Oc3ccc(Cl)cc32)cc1
 : -5% | 0% | 3
- Cc1cc(C)nc(-n2nc(C)c3c2N(Cc2ccccc2F)C(=O)CC3c2ccc(Cl)cc2)n1 (stereo not given)
 : -3% | -14% | -13

Of the compounds above, two have a COOH group.
Screens in order – KB-3-1 cytotox | KB-V1 MDR tox | DRD3 agonist
- CCOC(=O)c1noc2ncn(CC(=O)O)c(=O)c12
 : 3% | 0% | 2
- Cc1ccc(S(=O)(=O)N2CCOCC2)cc1C(=O)Nc1ccccc1C(=O)O
 : 8% | -3% | 26

(continued)
SMILES	KB-3-1 cytotox	KB-V1 MDR tox	DRD3 agonist
Cc1cc(C)cc(OCC(=O)Nc2ccc(S(=O)(=O)Nc3onc(C)c3C)cc2)c1	-8%	1%	3
CCN(C(=O)c1sc2nc3n(c(=O)c2c1C)CCCC3)c1ccccc1F	10%	-1%	-13
COc1cc(C(=O)NCCc2csc3nc(-c4ccccc4C)nn23)cc(OC)c1OC	-2%	5%	-6
COc1cccc(NC2=CC(c3ccc(C(C)C)cc3)N(c3cccc(OC)c3)C2=O)c1 (stereo not given)	-4%	-12%	0
CCOc1ccc(N(C)S(=O)(=O)c2cc(-c3cnc(C)o3)ccc2OC)cc1	-6%	0%	6
O=C(NCCSCc1ccccc1Cl)C1CCN(S(=O)(=O)Cc2ccccc2)CC1	-1%	-2%	5
Cc1c(C(=O)Nc2cccc(F)c2)sc2nc(-c3cc4ccccc4oc3=O)[nH]c(=O)c12	2%	15%	-24
CCc1ccc(NC(=O)c2sc(-n3nc(C)c(CCC(C)C)c3C)nc2C)cc1	?	0%	8
CCN(CCCNC(=O)c1cc(Nc2ccc(OC)cc2)nc2ccccc12)c1cccc(C)c1	11%	27%	5
Cc1ccc(OCC(=O)Nc2nnc(S(=O)(=O)N3CCc4ccccc43)s2)cc1	3%	?	7
CC1(C)C(=O)N(CC(=O)Nc2ccc(OC(F)(F)F)cc2)c2ccccc21	-25%	-9%	5
Cn1nnnc1SCCCNCc1cc(Br)ccc1OCc1ccccc1	-1%	-5%	-25
COc1ccc(NC(=O)Cn2c(=O)n(CCC(C)C)c(=O)c3cccnc32)cc1Cl	2%	-19%	-5
O=C(NCCc1ccc(Cl)cc1)c1cccn1-c1nnc(N2CCCCC2)s1	2%	0%	-7
COc1ccc(-c2nn(CC(=O)NC3CCCC3)c3c2cnc2ccc(F)cc23)cc1	-23%	2%	2
c1cnc(N2CCN(c3ncc4c(n3)CCNC4)CC2)nc1	2%	0%	-5
COC(=O)CSc1ncc2c(n1)-c1ccccc1N(Cc1cccc(F)c1)S2(=O)=O	-5%	2%	4
CCOC(=O)c1ccc(NC(=O)C2=C(C)C(=O)OC23CCN(C(C)C)CC3)cc1	-4%	5%	3
COc1ccccc1NC(=O)C1CCCN(c2ncnc3onc(-c4ccc(F)cc4)c23)C1 (stereo not given)	1%	0%	4
Cc1ccc(-n2nc(C(=O)Nc3ccc(Br)cc3C)c(=O)n(C)c2=O)cc1	6%	?	-6
CCC(=O)N1c2ccccc2CC1C(=O)NCCN1CCN(c2cc(Cl)ccc2C)CC1 (stereo not given)	4%	-8%	-27
CC1CCN(C(=O)CN2CC(C)Sc3ccccc32)CC1 (stereo not given)	6%	8%	-1
Cc1ccc(C(=O)NCCC(C)C)cc1NC(=O)c1nsc2ccccc12	7%	-6%	6
CCOC(=O)c1c(-c2ccccc2)oc2ccc(N(C(C)=O)S(=O)(=O)c3ccc(C)cc3)cc12	?	?	-5
CCc1ccc(CNC(=O)c2ccc(-n3c(C)cc4c3CCC(C)C4)cc2)cc1 (stereo not given)	7%	-17%	1
Cc1ccc(OCC(=O)Nc2ccc3nc(SCC(=O)Nc4ccc(C)cc4C)sc3c2)cc1	-4%	-14%	2
CCc1ccc(NC(=O)Cn2nnc(-c3ccccc3N)n2)cc1	-2%	0%	80*
CCOC(=O)c1ccn(-c2nc(-c3cccc(OC)c3)cc(C(F)(F)F)n2)n1	-16%	-24%	-1
COc1cc(OC)c(Nc2c3c(nc4nc(-c5cccs5)nn24)CCCC3)cc1Cl	-25%	4%	4
COc1cccc(-c2nc(S(=O)(=O)c3ccc(C)cc3)c(NCc3ccccc3)o2)c1	-8%	-12%	-8
Cc1ccc(CN(Cc2ccco2)C(=O)c2ccc(Cl)cc2Cl)cc1	-7%	-13%	-18
CCOC(=O)N1CCN(C(=O)c2cnn(-c3cccc(F)c3)c2-n2cccc2)CC1	-18%	0%	2
CCN(CC)C(=O)c1sc(NC(=O)c2nc3ncccn3n2)c(C(=O)OC)c1C	0%	4%	-6
COCCOC(=O)c1c(C)n(S(=O)(=O)c2ccc(C)cc2)c2ccc(NS(=O)(=O)c3ccc(C)cc3)cc12	-4%	-28%	4
COc1cccc(CN2CCc3nc(SCC(=O)Nc4ccccc4)[nH]c(=O)c3C2)c1	?	?	2
CCOc1ccccc1NC(=O)Nc1cc2c(cc1N1CCCCC1)n(CC)c(=O)n2CC	?	?	16

High-throughput results deposited in PubChem BioAssay by National Center for Advancing Translational Sciences (NCATS).
